Screening results (PubChem BioAssay)
MCF10A rereplic: A quantitative high throughput screen for small molecules that induce DNA re-replication in MCF 10a normal breast cells; 350,000 tested, 2.9% active; Potency, µM (titrated, usually from 46.1 µM), for inactives: at the highest dose activity, positive = re-replication, hits mostly activators; AID 624296, 2012; MCF 10A DNA re-replication, Hoechst nuclear intensity, 48 h; further: % of control where 0% means no effect; nearly all actives have a fitted effect of over 50% in size
EPAC2 antagonist: qHTS for Antagonist of cAMP-regulated guanine nucleotide exchange factor 2 (EPAC2): primary screen; EPAC2 GEF exchange of Rap1B-BODIPY-GDP, fluorescence; Potency, µM (series often up to 114 µM), for inactives: top-dose activity, negative = inhibition, most hits filed as inhibitors; 360,000 tested, 0.18% active; further: on the % scale 0 is the no-effect control and ±100 the full control effect; nearly all actives have a fitted effect of over 45% in size; many of its hits are not listed in these tables
Target sequence (Q8WZA2 whole entry, looked up): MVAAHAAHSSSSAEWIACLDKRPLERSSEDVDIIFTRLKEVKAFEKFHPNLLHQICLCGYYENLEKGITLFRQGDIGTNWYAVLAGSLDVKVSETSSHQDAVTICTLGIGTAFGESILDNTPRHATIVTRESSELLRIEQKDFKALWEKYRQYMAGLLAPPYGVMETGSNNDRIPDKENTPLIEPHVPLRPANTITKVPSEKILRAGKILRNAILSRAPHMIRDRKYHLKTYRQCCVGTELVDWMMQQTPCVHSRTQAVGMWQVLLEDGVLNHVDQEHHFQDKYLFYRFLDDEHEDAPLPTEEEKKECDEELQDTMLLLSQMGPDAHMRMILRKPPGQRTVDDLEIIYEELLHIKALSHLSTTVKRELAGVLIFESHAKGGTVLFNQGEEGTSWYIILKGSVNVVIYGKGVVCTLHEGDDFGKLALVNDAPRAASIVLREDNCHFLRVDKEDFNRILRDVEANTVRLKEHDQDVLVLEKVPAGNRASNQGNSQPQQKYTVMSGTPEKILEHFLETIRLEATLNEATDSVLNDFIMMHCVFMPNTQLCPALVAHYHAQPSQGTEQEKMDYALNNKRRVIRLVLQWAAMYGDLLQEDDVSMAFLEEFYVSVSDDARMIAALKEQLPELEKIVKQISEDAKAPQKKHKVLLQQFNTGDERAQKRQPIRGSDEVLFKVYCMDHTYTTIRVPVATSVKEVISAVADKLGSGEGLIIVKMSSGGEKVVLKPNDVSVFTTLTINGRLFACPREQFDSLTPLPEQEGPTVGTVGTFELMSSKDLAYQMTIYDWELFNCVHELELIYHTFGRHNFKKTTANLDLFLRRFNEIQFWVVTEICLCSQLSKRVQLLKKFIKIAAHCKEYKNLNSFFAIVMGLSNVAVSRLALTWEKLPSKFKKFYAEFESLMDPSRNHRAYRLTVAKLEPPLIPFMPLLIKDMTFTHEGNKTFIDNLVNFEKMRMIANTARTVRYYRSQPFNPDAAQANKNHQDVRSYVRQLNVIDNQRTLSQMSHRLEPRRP
ATXN viability: Viability Counterscreen for Primary qHTS for Inhibitors of ATXN expression | S2 cells (HEK-293 line with an ATXN2-luciferase reporter) viability, CellTiter-Fluor protease fluorescence, 24 h | Potency, µM (doses to about 56.7 µM), usual class: cytotoxic | 400,000 tested, 0.49% active | AID 651635, 2014; further: nearly all actives have a fitted effect of over 40% in size
A549 viability: Nrf2 qHTS screen for inhibitors: counterscreen for cytotoxicity; A549 ARE-Fluc cells, CellTiter-Fluor viability, 18-24 h; Potency, µM (highest dose often 46 µM), inactives show top-dose activity change, negative = cytotoxicity, most hits filed as inhibitors; 390,000 tested, 0.16% active; AID 504648, 2011; further: on the % scale 0 is the no-effect control and ±100 the full control effect
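A549 ARE-Fluc cells in 5% FBS OPTI-MEM, 5000 cells/well, rested 2 h then exposed to compounds in concentration-response for 18-24 h at 37 °C. Viability by CellTiter-Fluor fluorescence (Ex 405/Em 525) after 30 min; luciferase luminescence (BugLite, 15 min, RT) read afterwards.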
TGFb SMAD3 inh: qHTS for Inhibitors of TGF-b | 410,000 tested, 1.2% active | HepG2 CAGA-GFP TGF-b/SMAD3 reporter, GFP fluorescence, 18 h; TGF-beta stimulated, 500 pg/mL final | AID 588855, 2011 | Potency, µM (titrated, usually from 46.1 µM), for the others: top-dose activity, negative = inhibition, most hits filed as inhibitors; further: on the % scale 0 is the no-effect control and ±100 the full control effect; nearly all actives have a fitted effect of over 65% in size
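Per well, imaged GFP fluorescence of HEPG2 CAGA-GFP cells gives the signal; cells get compound, then TGF-beta (500 pg/mL final), 18 h at 37 degrees C; %Activity versus -TGF-beta and +DMSO controls.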
HepG2 viability: qHTS for Inhibitors of TGF-b: Cytotox Counterscreen. HepG2 CAGA-GFP viability, ATP luminescence, 18 h. 410,000 tested, 0.76% active. Potency, µM (titrated, usually from 46.1 µM), inactives show at the highest dose activity change, negative = cytotoxicity, most hits filed as cytotoxic. AID 588856, 2011; further: some results filed as inactive show a strong effect at the top dose
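CellTiter-Glo luminescence gave cytotoxicity after 18 hours at 37 degrees C. The cells were HepG2 CAGA-GFP in 1% FBS DMEM, stimulated with 500 pg/mL TGF-beta after compound addition. %Activity was normalised to no-cell wells (complete cell-killing) and DMSO (no toxicity), and curves were fitted and classified.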
Nrf2 inh: Nrf2 qHTS screen for inhibitors | A549 ARE-Fluc reporter, luciferase luminescence, 18-24 h | Potency, µM (doses to about 46 µM), without a hit: top-dose activity change, negative = inhibition, actives largely listed as inhibitors | 360,000 tested, 2.1% active; further: on the % scale 0 is the no-effect control and ±100 the full control effect; nearly all actives have a fitted effect of over 60% in size
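A549 ARE_Fluc cells (5000/well, 5% FBS OPTI-MEM) pre-incubated 2 h, then treated with compounds 18-24 h at 37C/5% CO2 in concentration-response. CellTiter-Fluor viability read first; BugLite luciferase luminescence after 15 min at room temperature gives Nrf2 activity.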
Nrf2 activator: qHTS of Nrf2 Activators | AREc32 ARE-luciferase reporter (MCF7-derived line), luminescence, 24 h | Potency, µM (top dose mostly 46.1 µM), for inactives: at the top dose activation, hits mostly activators | 410,000 tested, 0.31% active; further: % of control where 0% means no effect; nearly all actives have a fitted effect of over 65% in size
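Luminescent ARE reporter assay in AREc32_Fluc cells: overnight plating at 37 deg C, 24 hr compound incubation, Steady-Glo added, 30 min RT before reading.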
ATXN2 expr inh: Primary qHTS for Inhibitors of ATXN expression; 360,000 tested, 0.72% active; HEK-293 ATXN2-luciferase reporter, luminescence, 24 h; AID 1745845, 2022; Potency, µM (highest dose often 57 µM), for the others: at the top dose activity change, negative = inhibition, actives largely listed as inhibitors; further: on the % scale 0 is the no-effect control and ±100 the full control effect; nearly all actives have a fitted effect of over 55% in size
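qHTS (up to 57 uM final) was run with 24 h compound exposure of reporter cells at 37 °C. Each well was multiplexed: SteadyGlo luminescence measured ATXN2-luciferase expression after a fluorogenic Gly-Phe-AFC viability readout (25 uM final).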
An asterisk follows results filed as active; i = inactive; ? = inconclusive; . = not tested or not shown; [ ] = remark or other dose. The call rests on the fitted dose curve; in most records, active means well fitted curve in the direction sought with a large enough effect; inconclusive means small, poorly fitted or top-dose-only effect, or another doubt; inactive means no such curve, though single readings can be large; an effect the other way counts as inactive or inconclusive. Potency means the concentration at half of the fitted maximal effect. Only part of the results is shown. The share of hits here may be higher or lower than overall.

structure | MCF10A rereplic | EPAC2 antagonist | ATXN viability | A549 viability | TGFb SMAD3 inh | HepG2 viability | Nrf2 inh | Nrf2 activator | ATXN2 expr inh
COc1ccc(CNCc2cc3c(C(C)(C)C)nn(-c4ccccc4)c3[nH]c2=O)cc1 | 8% | -14% | ? | -25% | -38% | -67% | 18µM* | 7.3% | ?
O=S(=O)(NCc1cn2ccsc2n1)c1ccc2c(c1)OCCO2 | -2% | 9% | i | -2% | -20% | 4% | -17% | -0.1% | 1%
O=C(Nc1cccc(Cl)c1)c1ccc2ncsc2c1 | -3% | -11% | i | -18% | -8% | -5% | ? | -0.4% | 13%
Cc1csc(SCC(=O)N2CCN(S(=O)(=O)c3ccccc3)CC2)n1 | 0% | -3% | i | -1% | 1% | -22% | 5% | -1.6% | -10%
O=C(c1cc(=O)[nH]c2ccccc12)N(Cc1nnc(-c2ccccc2Cl)o1)C1CC1 | -11% | -3% | i | -3% | 17% | -11% | -22% | 2.4% | 2%
O=S(=O)(Cc1cnc(Cl)s1)c1ccccc1 | 2% | 0% | ? | -5% | -2% | 29% | -2% | -0.4% | -6%
N#Cc1ccc(OCC(=O)N/N=C2\CCc3ccccc32)cc1 | 5% | -1% | i | 0% | 6% | -27% | -4% | 16% | 6%
CCOC(=O)N1CCc2c(sc3c2c(=O)n(-c2ccc(CC)cc2)c(=O)n3Cc2ccc(F)cc2Cl)C1 | . | . | . | 3% | 0% | 6% | -8% | -0.6% | .
NS(=O)(=O)c1ccc(NC(=S)Nc2ccc(S(=O)(=O)N3CCCC3)cc2)cc1 | 22% | -9% | i | 1% | -2% | 1% | -6% | -0.5% | 12%
CCCc1ccc(-c2cc(NC(=O)CSc3nnc(N)s3)n(-c3ccccc3)n2)cc1 | ? | -11% | i | 2% | ? | -17% | ? | 4.1% | 86%[activator]
O=C(Nc1ccccc1N1CCCCC1)c1ccc(F)c(S(=O)(=O)N2CCOCC2)c1 | 10% | -7% | i | -1% | 2% | 0% | ? | -0.5% | -35%
C=C(c1ccc2nc(NC(=O)OC)[nH]c2c1)c1cccs1 | 0.58µM* | -3% | ? | ? | ? | -38% | ? | -0.1% | 9%
CCOC(=O)N1CCN(C(=O)c2ccc3c(=O)n(-c4cc(OC)ccc4OC)c(=S)[nH]c3c2)CC1 | -1% | -12% | i | 0% | 4% | 0% | 7% | -0.6% | 18%[11.3 µM]
O=C(NCCCN1CCOCC1)c1ccc(CSc2ccc(Cl)cc2)cc1 | ? | -12% | ? | 4% | -34% | -30% | -9% | 6.4% | ?
[O-][n+]1cccc2cccc(O)c21 | 4% | 9% | i | 0% | 15% | 0% | -5% | 5.3% | -6%
O=C1OCCC1Sc1nnc(-c2ccccc2Cl)n1Cc1ccccc1 (centres undefined) | ? | 19% | i | -2% | -3% | -17% | -2% | -0.8% | 1%
Cc1ccc(-n2c(SCC(=O)N3CCN(c4ccccn4)CC3)nnc2N2CCCC2)cc1 | -2% | -1% | i | 3% | 7% | -9% | -5% | -0.6% | -6%
CS(=O)(=O)N1CCCC(C(=O)Nc2ccc(F)cc2)C1 (centres undefined) | ? | -3% | i | 1% | 8% | 1% | -5% | -0.9% | -14%
CN1CCC(C2(O)c3ccccc3CCc3ccccc32)CC1 | 1% | 21% | ? | 0% | 15% | 13% | 11% | 2.9% | 35%[activator]
O=C(Nc1nc2ccccc2[nH]1)c1cc(F)cc(F)c1 | 4% | 2% | i | -15% | -28% | -17% | ? | ? | -8%
COc1cccc(CC2(CO)CCCN(Cc3ccc(CN4CCCCC4)s3)C2)c1 (centres undefined) | ? | 8%[57.1 µM] | i | -11% | 0% | -35% | -2% | 2.3% | .
O=C(CN1CCCC1)NCc1ccccc1 | -4% | 12% | i | -5% | 2% | 11% | ? | 0.4% | .
Cn1c(=O)c2c([nH]c(=O)n2C)n(Cc2ccccc2)c1=O | 0% | -2% | i | 2% | -18% | -19% | 1% | -0.2% | -8%
S=c1[nH]cc(-c2ccc(Cl)cc2)n1Cc1ccccc1 | 0% | 7% | i | 7% | -1% | -19% | 14% | 0.3% | 41%[activator]
Cc1cc(C)c2[nH]c(=O)c(CN(CC3CCCO3)C(=O)c3cnccn3)cc2c1 (centres undefined) | 1% | 9% | i | -1% | 16% | 1% | 13% | 2.9% | -2%
CCCOc1ccc(C2c3c(oc4ccccc4c3=O)C(=O)N2c2ccc(C)cn2)cc1OCC (centres undefined) | . | . | . | 2% | -2% | 7% | 11% | 0.2% | .
Cn1c(=O)c2cc(NC(=O)NCCc3cccs3)ccc2n1Cc1cccc(C(F)(F)F)c1 | . | 5% | ? | . | ? | -3% | . | 0.0% | -24%
CCc1sc(C(=O)Nc2ncccc2O)cc1C | 1% | -4% | i | -2% | 0% | 0% | ? | 3.2% | ?
Cc1ccc(NC(=O)COC(=O)C2C3CC4OC(=O)C2C4C3)cc1Cl (centres undefined) | 2% | 1% | i | 7% | -7% | -12% | 14% | 2.0% | 17%
COc1ccc(N2CCN(S(=O)(=O)c3ccc4c(c3)NC(=O)C(C)S4)CC2)cc1 (centres undefined) | ? | -7% | ? | -15% | -13% | -15% | -44% | 0.3% | -23%
Cc1cc(Cl)c(S(=O)(=O)Nc2ccc3c(c2)OCO3)cc1OCC(N)=O | -3% | 12% | i | -4% | -11% | 19% | -18% | -0.1% | 7%
O=C(c1cc(COc2cccc(C(F)(F)F)c2)on1)N1C[C@H]2CC[C@H]1C2 | 10% | -3% | i | -3% | ? | 0% | ? | 3.8% | 59%[activator]
CCS(=O)(=O)N1Cc2ccccc2CC1C(=O)Nc1nc2ccc(C)cc2s1 (centres undefined) | 9% | -19% | i | 1% | 0% | -10% | ? | -0.3% | 31%
Cc1csc(NC(=O)C2C3C=CC(O3)C2C(=O)O)n1 (centres undefined) | 7% | -2% | i | 21% | 0% | 6% | -6% | -0.2% | -5%
NC(=O)CSc1nnc(-c2cccnc2)n1CCc1ccccc1 | 3% | 7% | i | -5% | -9% | -7% | 10% | -0.1% | 1%
CN(CC(=O)Nc1ccc(F)cc1)C(=O)c1ccc(-c2ccc(Cl)cc2)o1 | 2% | -14% | i | ? | -23% | -13% | ? | 0.2% | -3%
COC(=O)c1c(N)n(-c2ccc(OC)c(Cl)c2)c2nc3ccccc3nc12 | . | . | i | 1% | 2% | -20% | 11% | 0.2% | 15%
COc1cccc(N2C(=NC(=O)CCC3CCCC3)SC3CS(=O)(=O)CC32)c1 (centres undefined) | 0% | 20% | i | -1% | 11% | 18% | -2% | -0.4% | 2%
CCOc1ccc(S(=O)(=O)N2CCCC(C(=O)NC3CCCC3)C2)cc1 (centres undefined) | 1% | 0% | i | -7% | 5% | -16% | -9% | -0.5% | -4%
CCOC(=O)c1c(C)oc2nc(C)nc(NCCc3ccc(OC)c(OC)c3)c12 | . | . | ? | 8% | 11% | 4% | -10% | -0.9% | -14%
Cn1c(SCC(N)=O)nnc1C1CCN(C(=O)NC2CCCCC2)CC1 | -1% | 3% | i | -15% | -2% | -5% | -10% | -0.7% | 2%
CCN(C(=S)NCCOC)c1cccc2ccccc12 | ? | -9% | i | 5% | -2% | 12% | ? | -0.5% | .
COc1cc(OC)cc(Oc2ccc(S(=O)(=O)N3CCCCC3)cc2[N+](=O)[O-])c1 | 19% | -3% | i | 1% | -10% | 1% | -18% | 0.4% | 2%
Cc1ccc(S(=O)(=O)NCC(=O)N(CC(=O)NC2CCCC2)c2ccc3c(c2)OCCO3)cc1 | -6% | -1% | i | 1% | 0% | -78% | -12% | 2.5% | 8%
O=C1CC(N2CCN(c3ccccn3)CC2)C(=O)N1CC(c1ccccc1)c1ccccc1 (centres undefined) | ? | -14% | i | -10% | 1% | -31% | ? | 2.2% | -8%
Cc1ccc(S(=O)(=O)CCC(=O)OCC(=O)N(C)Cc2ccccc2)cc1 | 3% | 9% | i | 0% | -19% | -4% | 13% | 0.3% | 6%
CCOCCCNC(=O)C(=O)Nc1c2c(nn1-c1ccccc1)CSC2 | . | . | i | -8% | -8% | -79% | . | 0.5% | -13%
c1ccc(COc2ccc(-c3cc4nc(NCCOc5ccccc5)ccn4n3)cc2)cc1 | . | 3% | i | . | 0% | -48% | . | 0.6%[9.22 µM] | -7%
O=c1[nH]c2cc([N+](=O)[O-])cc(Cl)c2c2ccccc12 | . | 1% | i | . | -5% | -12% | . | 0.6% | .
CCn1cc(C(=O)N(CCCN2CCOCC2)Cc2ccco2)c(=O)c2ccc(C)nc21 | 5% | 18% | ? | -5% | 44% | 28% | . | -0.5% | -3%
CCCCNC(=O)CCc1c(C)nc2cc(-c3ccccc3)nn2c1C | . | . | i | -11% | -2% | -7% | ? | -2.7% | -14%
C#CCNC(=O)C1=C[C@@H](C)C[C@@H](OCc2ccc(CO)cc2)O1 | 13% | 3% | i | 10% | -13% | 3% | 11% | 0.7% | 12%
COc1ccc(-c2nc3ccccc3o2)cc1NC(=O)COc1ccc(C(C)(C)C)cc1 | . | . | . | 10% | 2% | -23% | ? | 11% | .
Cc1ccccc1Nc1nc(-c2cccnc2)cs1 | 3% | -19% | i | -15% | -14% | -24% | ? | 4.1% | 105%[activator]
O=C(Cc1cccc([N+](=O)[O-])c1)Nc1ccccc1 | . | 5% | i | . | 0% | -21% | . | 1.1% | .
C#CCn1cccc(C(=O)Nc2ccc(OC)cc2)c1=O | -4% | 0% | i | 0% | -7% | -36% | 6% | 14% | .
CCOC(=O)c1ccc(N2C(=O)c3n[nH]c(-c4cccs4)c3C2c2ccc(C)cc2)cc1 (centres undefined) | . | . | i | 3% | 25% | -15% | 6% | 0.0% | -2%
